Ecoli viability: reduces bacterial viability in AddAB counter-screen | AID 449728 | 330,000 compounds, 0.27% hits | inhibition, % at 11.9 µM | E. coli V3065 growth, OD600 absorbance, 18 h;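 active = inhibition above the campaign's mean inhibition across all tested compounds plus 3 SD, cut at about 9.9% in these data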;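 also: uninfected addAB+ strain grown without phage in ampicillin broth; 0% = DMSO wells and 100% = ciprofloxacin 0.95 µg/ml wells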
CAL PDZ FP-1: inhibitors of human CAL PDZ peptide binding; Q9HD26; purified CAL PDZ, TMR-peptide fluorescence polarization, 1 h; inhibition, % at 24.9 µM; 300,000 compounds, 0.92% hits; AID 602252;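 active = mean inhibition of at least 30% with at least half of replicates also reaching 30%; inconclusive = no clear call, values can overlap the other calls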;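 also: 0% = DMSO neutral control and 100% = excess unlabeled competitor peptide PRC23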
AddAB inh: less growth of phage-infected E. coli with AddAB; E. coli expressing H. pylori AddAB, absorbance growth; inhibition, % at 11.9 µM; 330,000 compounds, 0.29% hits; in the data active = inhibition above about 12%;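 also: 0% = vehicle wells of infected cells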
phage Ecoli inh: E. coli growth loss with phage present. growth absorbance. inhibition, % at 11.9 µM. AID 651602. 360,000 compounds, 0.26% hits; in the data active = inhibition above about 11%
Tat export inh: blocks Tat-dependent protein export in E. coli; E. coli MC4100 TorA-mCherry Tat export, fluorescence; inhibition, % at 10 µM; 340,000 compounds, 0.036% hits; AID 488895;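 active = mean replicate inhibition at least 50% and at least half of replicates individually reaching 50%; inconclusive = only one of the two criteria met; inactive = neither criterion met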;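 also: exported cargo escapes ClpAP degradation while cytoplasmic cargo is degraded and loses fluorescence; 0% = median of neutral control wells and 100% = median of NaSCN control wells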
SR-BI uptake up: activators of SR-BI mediated HDL lipid uptake. AID 504775. CHO ldlA[mSR-BI] cells, DiI-HDL uptake fluorescence, 3 h; 100 = double the neutral-control signal. 320,000 compounds, 0.096% hits. activation, % at 12.5 µM;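 active = mean replicate activation of at least 60% and every replicate at or above 60%; inconclusive = mean or all-replicate condition met, but not both; inactive = mean below 60% and not all replicates reaching 60%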;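 also: 0% = median plate neutral-control signal and 100% = twice that signal; values of inactives mirror those of a sister screen read the other way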
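Material: SR-BI-overexpressing, LDLR-lacking CHO cells; schedule: compound exposure 3 h, 37 °C; reagent: DiI-labelled HDL at 10 µg/mL final; technique: bottom-read fluorescence, 550/595 nm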
MITF TRPM1 HTS: MITF TRPM1 promoter activation in melanoma cells | 300,000 compounds, 0.75% hits | activation, % at 12.5 µM | SK-MEL-5 TRPM1-promoter luciferase, 24 h; % of positive control, neutral wells = 0;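 active = mean activation of at least 80% with every replicate also reaching 80%; inconclusive = mean reaches 80% but some replicate falls short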;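 also: 0% = neutral control wells and 100% = parthenolide positive control wells; values of inactives mirror those of a sister screen read the other way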
CAL PDZ FP-2: inhibitors of human CAL PDZ peptide binding | Q9HD26 | purified CAL PDZ, TMR-peptide fluorescence polarization, 1 h | inhibition, % at 20 µM | 330,000 compounds, 0.02% hits | AID 504414;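 active = highest replicate inhibition of at least 40%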;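 also: plate controls were DMSO neutral control wells for no effect and unlabeled competitor peptide control wells for full effect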
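Test system: tagged CAL PDZ domain / Buffer or medium: sodium phosphate/NaCl buffer pH 7.4 with TCEP, IgG, Thesit / Reagent: TMR-labelled reporter peptide T*-PRC34 bound in PDZ groove / Compound dosing: single point, 20 µM / Schedule: 1 h incubation at room temperature before polarization reading / Technique: fluorescence polarization (mP) / Benchmarks: unlabelled peptide, DMSO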
SR-BI HDL uptake: blocks mouse SR-BI lipid uptake from DiI-HDL. inhibition, % at 12.5 µM. AID 488896. Q61009. ldlA[mSR-BI] CHO cells, DiI-HDL uptake fluorescence, 3 h. 320,000 compounds, 0.96% hits;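 active = mean replicate inhibition of at least 70% and a set share of replicates each scoring 70 or more; inconclusive = meets just one of the two criteria; inactive = fails both criteria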;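 also: 0% = median of neutral control wells and 100% = median of positive control wells; values of inactives mirror those of a sister screen read the other way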
Target sequence (Q61009 whole entry, looked up): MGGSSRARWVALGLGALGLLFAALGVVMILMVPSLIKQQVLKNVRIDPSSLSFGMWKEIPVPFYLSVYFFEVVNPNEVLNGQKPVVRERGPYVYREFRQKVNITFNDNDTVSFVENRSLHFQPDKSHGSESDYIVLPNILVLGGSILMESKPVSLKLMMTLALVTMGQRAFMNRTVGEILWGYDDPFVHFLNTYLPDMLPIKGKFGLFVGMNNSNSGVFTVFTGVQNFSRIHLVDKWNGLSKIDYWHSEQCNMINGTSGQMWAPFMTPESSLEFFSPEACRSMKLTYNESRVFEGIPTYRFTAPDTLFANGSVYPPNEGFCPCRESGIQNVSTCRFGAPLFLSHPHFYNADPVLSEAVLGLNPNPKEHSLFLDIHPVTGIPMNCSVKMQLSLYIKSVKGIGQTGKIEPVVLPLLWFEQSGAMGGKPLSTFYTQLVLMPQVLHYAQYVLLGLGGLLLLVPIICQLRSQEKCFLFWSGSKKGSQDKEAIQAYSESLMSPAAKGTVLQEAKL
Wnt bcat act: activators of Wnt/beta-catenin signaling; activation, % at 9.35 µM; 300,000 compounds, 1.2% hits; Wnt/beta-catenin reporter cell assay, activator, plate reader; in the data active = activation above about 30%, passing the limit was not always enough; inconclusive = no clear call, values can overlap the other calls;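 also: 0% = neutral control wells and 100% = positive control wells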
Numbers without * were called inactive.

Results for Oc1ccc(C2N=C(c3ccccc3)NC(c3ccccc3)=N2)cc1 ?
Ecoli viability: 1.4; CAL PDZ FP-1: -16; AddAB inh: 1.2; phage Ecoli inh: 1.7; Tat export inh: -12; SR-BI uptake up: -30; CAL PDZ FP-2: -0.8; SR-BI HDL uptake: 30

What do the screens show for `CN(c1cccc(NC(=O)c2ccc(Cl)c(S(=O)(=O)Nc3ccccc3)c2)c1)S(C)(=O)=O`?
Ecoli viability: -2.6; CAL PDZ FP-1: -3; AddAB inh: 2.8; phage Ecoli inh: 1.5; Tat export inh: -5; SR-BI uptake up: -52; MITF TRPM1 HTS: -10; CAL PDZ FP-2: -2.8; SR-BI HDL uptake: 52

What do the screens show for `O=C(CSc1nnc(-c2ccco2)o1)N1CCCCC1`?
Ecoli viability: -2.0; CAL PDZ FP-1: -6; AddAB inh: 1.8; phage Ecoli inh: 2.0; Tat export inh: 10; SR-BI uptake up: 2; MITF TRPM1 HTS: 47; CAL PDZ FP-2: -3.1; SR-BI HDL uptake: -2; Wnt bcat act: 14

Results for CS(=O)(=O)N1N=C(c2ccco2)CC1c1ccc(Cl)cc1Cl (centres undefined) ?
Ecoli viability: -1.6; CAL PDZ FP-1: -5; AddAB inh: -0.2; phage Ecoli inh: 1.7; Tat export inh: -4; SR-BI uptake up: 5; MITF TRPM1 HTS: -2; CAL PDZ FP-2: -1.1; SR-BI HDL uptake: -5; Wnt bcat act: -1

What do the screens show for `Cc1ccc(CNC(=O)c2ccc3c(=O)n(CCCN4CCCC4=O)c(=S)[nH]c3c2)cc1`?
Ecoli viability: -1.4; CAL PDZ FP-1: -1; AddAB inh: 4.1; phage Ecoli inh: 1.1; Tat export inh: -4; SR-BI uptake up: -9; CAL PDZ FP-2: -2.7; SR-BI HDL uptake: 9

What do the screens show for `COc1ccccc1NC(=O)N1CCCC1C(=O)Nc1nnc(C(C)C)s1` (centres undefined)?
Ecoli viability: -0.4; CAL PDZ FP-1: -5; AddAB inh: 6.0; phage Ecoli inh: 2.3; Tat export inh: -6; SR-BI uptake up: -13; MITF TRPM1 HTS: 2; CAL PDZ FP-2: 0.2; SR-BI HDL uptake: 13; Wnt bcat act: 3

Results for Cc1ccccc1CC(=O)NC1CCCCCC1 ?
Ecoli viability: -2.9; CAL PDZ FP-1: -4; AddAB inh: 5.0; phage Ecoli inh: -1.3; Tat export inh: 25; SR-BI uptake up: 29; CAL PDZ FP-2: 0.1; SR-BI HDL uptake: -29; Wnt bcat act: 1

How did O=C(N/N=C\c1cn[nH]c1-c1ccccc1)c1ccc([N+](=O)[O-])cc1 do in these assays?
Ecoli viability: 0.7; CAL PDZ FP-1: -4; AddAB inh: 1.6; phage Ecoli inh: 1.9; Tat export inh: 0; SR-BI uptake up: -9; MITF TRPM1 HTS: 6; CAL PDZ FP-2: -1.2; SR-BI HDL uptake: 9

What do the screens show for `CCOC(=O)CON1C(=O)C(=O)N(OCC(=O)OCC)[C@H]2CCCC[C@H]21`?
Ecoli viability: 0.1; AddAB inh: -1.9; phage Ecoli inh: 0.6; Tat export inh: -11; SR-BI uptake up: -2; MITF TRPM1 HTS: -4; CAL PDZ FP-2: -0.7; SR-BI HDL uptake: 2; Wnt bcat act: 2

What do the screens show for `O=C(N/N=C/c1ccccc1F)C(=O)N1CCCCCC1`?
Ecoli viability: 1.4; CAL PDZ FP-1: -6; AddAB inh: 4.2; phage Ecoli inh: 2.0; Tat export inh: -1; SR-BI uptake up: 5; MITF TRPM1 HTS: 13; CAL PDZ FP-2: -0.7; SR-BI HDL uptake: -5; Wnt bcat act: 3

What do the screens show for `COc1ccc(C2/C(=C(/O)c3ccc4c(c3)CC(C)O4)C(=O)C(=O)N2CCCn2ccnc2)cc1OC` (centres undefined)?
CAL PDZ FP-1: -3; phage Ecoli inh: 1.4; Tat export inh: -1; SR-BI uptake up: 41; MITF TRPM1 HTS: -1; CAL PDZ FP-2: -2.2; SR-BI HDL uptake: -41; Wnt bcat act: -3

What do the screens show for `CC(C)(C)NC(=O)c1cc(Cl)ccc1[N+](=O)[O-]`?
Ecoli viability: 0.4; CAL PDZ FP-1: -3; AddAB inh: -0.7; phage Ecoli inh: 2.4; Tat export inh: -11; SR-BI uptake up: 47; MITF TRPM1 HTS: -5; CAL PDZ FP-2: 0.3; SR-BI HDL uptake: -47; Wnt bcat act: -4

Results for Cc1csc(SCC(=O)Nc2ccccn2)n1 ?
Ecoli viability: -1.8; CAL PDZ FP-1: -5; AddAB inh: 3.5; phage Ecoli inh: 2.1; Tat export inh: 4; SR-BI uptake up: 47; MITF TRPM1 HTS: 2; SR-BI HDL uptake: -47; Wnt bcat act: -1

What do the screens show for `S=C(NCc1cccnc1)c1ccccc1`?
Ecoli viability: -0.3; CAL PDZ FP-1: -5; AddAB inh: 3.5; phage Ecoli inh: 6.4; Tat export inh: -14; SR-BI uptake up: -14; MITF TRPM1 HTS: 0; CAL PDZ FP-2: -0.7; SR-BI HDL uptake: 14; Wnt bcat act: 1

What do the screens show for `O=C([O-])c1cc(-c2ccccc2)cc(-c2ccccc2)[n+]1Cc1ccccc1`?
Ecoli viability: 0.0; AddAB inh: 1.6; phage Ecoli inh: 0.8; Wnt bcat act: 11

What do the screens show for `CCN(CC)C(=O)C(=O)c1c(-c2ccccc2)[nH]c2ccccc12`?
Ecoli viability: 0.5; CAL PDZ FP-1: -4; AddAB inh: 2.6; phage Ecoli inh: 3.7; Tat export inh: -7; SR-BI uptake up: -27; MITF TRPM1 HTS: 2; CAL PDZ FP-2: -0.5; SR-BI HDL uptake: 27; Wnt bcat act: -2

How did COc1ccc(/C=C/C(=O)OCC(=O)c2c(N)n(C)c(=O)n(C)c2=O)c(OC)c1 do in these assays?
Ecoli viability: 4.0; CAL PDZ FP-1: 1; AddAB inh: 2.4; phage Ecoli inh: 2.1; Tat export inh: -5; SR-BI uptake up: 13; MITF TRPM1 HTS: -1; CAL PDZ FP-2: 0.9; SR-BI HDL uptake: -13; Wnt bcat act: -3

What do the screens show for `Cc1ccc(OCCC(=O)OCC(=O)Nc2cc(C)cc(C)c2)cc1`?
Ecoli viability: -1.8; CAL PDZ FP-1: 4; AddAB inh: 2.9; phage Ecoli inh: 2.0; Tat export inh: 2; SR-BI uptake up: 13; MITF TRPM1 HTS: -11; CAL PDZ FP-2: -1.5; SR-BI HDL uptake: -13; Wnt bcat act: -1

What do the screens show for `Cc1[nH]c2ccccc2c1/C=N\NC(=O)CNc1ccc2c(c1)OCO2`?
Ecoli viability: -0.8; CAL PDZ FP-1: -5; AddAB inh: 0.3; phage Ecoli inh: 3.6; Tat export inh: 0; SR-BI uptake up: -14; MITF TRPM1 HTS: -8; CAL PDZ FP-2: -0.4; SR-BI HDL uptake: 14; Wnt bcat act: 2

Results for Cc1ccc(N2C(=O)CC3(CC4C=CC3C4)C2=O)cc1 (centres undefined) ?
Ecoli viability: 1.4; CAL PDZ FP-1: -2; AddAB inh: 1.1; phage Ecoli inh: 3.0; Tat export inh: -8; SR-BI uptake up: 10; MITF TRPM1 HTS: 38; CAL PDZ FP-2: -1.1; SR-BI HDL uptake: -10

What do the screens show for `COc1ccc(N2C(=O)c3ccccc3NC2c2cccnc2)cc1` (centres undefined)?
Ecoli viability: -0.7; CAL PDZ FP-1: 4; AddAB inh: 1.3; phage Ecoli inh: 4.3; Tat export inh: -5; SR-BI uptake up: 13; MITF TRPM1 HTS: 5; CAL PDZ FP-2: -8.6; SR-BI HDL uptake: -13; Wnt bcat act: 4

Results for COc1cc(/C=C/CN2CCN(CCC(C)C)C(CCO)C2)ccc1O (centres undefined) ?
Ecoli viability: -2.0; AddAB inh: -0.9; phage Ecoli inh: 4.9; Tat export inh: -9; SR-BI uptake up: 22; MITF TRPM1 HTS: -11; CAL PDZ FP-2: -0.5; SR-BI HDL uptake: -22; Wnt bcat act: 0

How did N#CN=C1CCCCCN1CC(N)=O do in these assays?
Ecoli viability: -2.6; CAL PDZ FP-1: 2; AddAB inh: -2.6; phage Ecoli inh: 3.4; Tat export inh: -4; SR-BI uptake up: 10; CAL PDZ FP-2: -1.7; SR-BI HDL uptake: -10; Wnt bcat act: -2

Results for O=C(Nc1nnc(C2CC2)s1)C1=NN(C2CCS(=O)(=O)C2)C(=O)CC1 (centres undefined) ?
Ecoli viability: 1.0; CAL PDZ FP-1: 1; AddAB inh: -0.3; phage Ecoli inh: 0.3; Tat export inh: 2; MITF TRPM1 HTS: -2; CAL PDZ FP-2: -2.4; Wnt bcat act: -1

Results for COC(=O)c1ccc(CNC(=O)COC(=O)CCC2CCCC2)cc1 ?
Ecoli viability: -1.3; CAL PDZ FP-1: 0; AddAB inh: 4.6; phage Ecoli inh: 3.9; Tat export inh: -2; SR-BI uptake up: -6; MITF TRPM1 HTS: -1; CAL PDZ FP-2: -3.0; SR-BI HDL uptake: 6; Wnt bcat act: -5

Results for S=C(Nc1ccccc1Cl)NC1CCCCCC1 ?
Ecoli viability: 1.1; AddAB inh: 5.0; phage Ecoli inh: 2.6; Tat export inh: 1; SR-BI uptake up: 1; MITF TRPM1 HTS: 7; CAL PDZ FP-2: 0.5; SR-BI HDL uptake: -1; Wnt bcat act: 2

What do the screens show for `COc1cc2c(cc1OC)CN(C(=O)c1ccc(OC)c(S(=O)(=O)N3CCOCC3)c1)CC2`?
Ecoli viability: -0.3; CAL PDZ FP-1: 0; AddAB inh: 1.2; phage Ecoli inh: 0.5; Tat export inh: 3; SR-BI uptake up: -20; MITF TRPM1 HTS: 18; CAL PDZ FP-2: -0.2; SR-BI HDL uptake: 20

How did CC(=O)c1c(C)[nH]c(C(=O)Nc2cccc(S(=O)(=O)N3CCOCC3)c2)c1C do in these assays?
Ecoli viability: 1.7; CAL PDZ FP-1: -2; AddAB inh: 5.0; phage Ecoli inh: 0.9; Tat export inh: -3; SR-BI uptake up: -72; MITF TRPM1 HTS: 0; CAL PDZ FP-2: -2.0; SR-BI HDL uptake: inconclusive; Wnt bcat act: 4

What do the screens show for `CCOC(=O)CN1CC23C=CC(O2)C(C(=O)Nc2ccc(OC)cc2OC)C3C1=O` (centres undefined)?
Ecoli viability: -3.0; CAL PDZ FP-1: -3; AddAB inh: 7.5; phage Ecoli inh: 1.7; Tat export inh: 3; SR-BI uptake up: -2; MITF TRPM1 HTS: 0; CAL PDZ FP-2: 0.0; SR-BI HDL uptake: 2; Wnt bcat act: -1

How did Cc1ccc(-c2nn(C)c(=O)c3ccccc23)cc1CNC(=O)CN1CCOCC1 do in these assays?
Ecoli viability: -2.4; CAL PDZ FP-1: -6; AddAB inh: 1.2; phage Ecoli inh: 1.7; Tat export inh: -3; SR-BI uptake up: -17; MITF TRPM1 HTS: -2; CAL PDZ FP-2: -0.3; SR-BI HDL uptake: 17

What do the screens show for `CCOc1ccc2nc(NC(=O)C34CC5CC(CC(NC(C)=O)(C5)C3)C4)sc2c1`?
CAL PDZ FP-1: 0; phage Ecoli inh: 1.7; Tat export inh: 3; SR-BI uptake up: -5; MITF TRPM1 HTS: 66; CAL PDZ FP-2: -2.8; SR-BI HDL uptake: 5; Wnt bcat act: 0

Screening data (PubChem BioAssay)
